AID inhibitor = activation induced cytidine deaminase inhibition; Q9GZX7; AID deamination FRET fluorescence, UDG-coupled, 4 h; Potency, µM (doses to about 115 µM), for inactives: at the top dose activity change, negative = inhibition, most hits filed as inhibitors; actives 0.32% (n = 91,000); AID 1347428; note: nearly all actives have a fitted effect of over 25% in size
Target sequence (Q9GZX7 whole entry, looked up): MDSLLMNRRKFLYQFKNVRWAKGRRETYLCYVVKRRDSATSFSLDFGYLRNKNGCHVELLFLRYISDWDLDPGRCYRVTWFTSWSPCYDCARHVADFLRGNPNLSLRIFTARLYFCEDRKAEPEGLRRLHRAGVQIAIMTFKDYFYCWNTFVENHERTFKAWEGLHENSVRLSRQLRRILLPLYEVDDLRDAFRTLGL
UDG counterscr = counter-screen for AID inhibitors: uracil-DNA glycosylase inhibition; FRET deamination/UDG coupled assay, UDG read, 4 h; Potency, µM (doses to about 115 µM), for the others: at the top dose activity change, negative = inhibition, usual class: inhibitors; actives 0.14% (n = 91,000); note: nearly all actives have a fitted effect of over 65% in size
Starred values were filed as active, the others as inactive; ? = inconclusive; [ ] = remark or other dose. Calls come from the whole dose curve; as a rule, active = well fitted curve in the direction sought with a large enough effect; inconclusive = small, poorly fitted or top-dose-only effect, or another doubt; inactive = no such curve, though single readings can be large; an effect the other way counts as inactive or inconclusive. % is set by controls: 0 for no effect and ±100 for the full control effect; potency is the fitted concentration of half-maximal effect.

smiles | AID inhibitor | UDG counterscr
CS(=O)(=O)N1CCCC(C(=O)NCCc2ccccc2)C1 (stereo not given) | -2.0% | -10.8%
CC(Sc1n[nH]c(=O)n1C1CC1)C(=O)c1ccc(Br)cc1 (stereo not given) | 1.8% | 3.9%
Cc1ccc(Cl)cc1N1CCN(C(=O)c2ccc3c(c2)N(Cc2ccccc2F)C(=O)c2ccccc2S3=O)CC1 (stereo not given) | -15.7% | -8.3%
O=C(Nc1ccc(Cl)cc1Cl)c1cc(=O)[nH]c2ccc(S(=O)(=O)N3CCOCC3)cc12 | 2.1% | 3.1%
NNC1CCCC1O (stereo not given) | 85.7%[activator] | -3.4%
Cc1nn(C)c(C)c1CCC(=O)Nc1nc(-c2ccc(F)c(F)c2)c(C)s1 | 2.1% | -3.1%
O=C(O)c1nnn(-c2cccc(Br)c2)c1C(F)(F)F | 4.0% | -0.6%
Cc1ccc(Cn2cc(CCC(=O)NCc3ccccc3F)c3ccccc32)cc1 | -2.7% | 1.9%
Cc1cc(C)cc(NS(=O)(=O)c2ccc(N3CCCCS3(=O)=O)cc2)c1 | -8.3% | -3.7%
O=C(NCCC1=CCCCC1)c1ccc2c(c1)sc1nc(-c3ccc(F)cc3)cn12 | -14.0% | -6.6%[57.5 µM]
N#Cc1ccc(CS(=O)(=O)Cc2ccc(Cl)cc2Cl)cc1 | 7.5% | 1.4%
Cc1cc(C)c(NC(=O)CSc2ccc(-c3ccccn3)nn2)c(C)c1 | 4.5% | 16.7%
Nc1nccnc1C(=O)NCCC(c1ccccc1)c1ccccc1 | -14.2% | -9.9%
COc1ccc(NC(=O)C(=O)c2c[nH]c3ccccc23)cc1 | -5.4% | 2.2%
O=C(NCC1(c2ccccc2)CCCC1)C(=O)Nc1cccc(C(F)(F)F)c1 | 8.3% | -13.4%
CCCC(NC(=O)C1CCC1)C12CC3CC(CC(C3)C1)C2 (stereo not given) | -5.8% | -7.3%
COc1ccc2c(c1)-c1nc(NC(=O)c3ccc(Cl)cc3)sc1CC2 | 47.5%[activator] | 1.1%
CC(=O)c1cccc(Nc2nn(-c3ccc(OC(F)(F)F)cc3)nc2C(C)=O)c1 | 4.0% | 5.1%
O=C(CSc1nc2cc(C34CC5CC(CC(C5)C3)C4)ccc2o1)c1ccccc1 | -6.7% | -5.8%
COC(=O)C(C)Oc1ccc2c(=O)c(-c3ccc4c(c3)OCCO4)coc2c1 (stereo not given) | 3.7% | -4.6%
Cc1cc(NC(=O)C(C)OC(=O)/C(=C/c2cccs2)c2cccs2)on1 (stereo not given) | -12.0% | -9.7%
CSCc1ccc(C(=O)Nc2cccc(F)c2)o1 | 3.4% | -1.4%
CCN(c1cccc(C)c1)C(CNS(=O)(=O)c1ccccc1)c1ccccc1 (stereo not given) | -7.1% | -26.7%
CCOC(=O)C1CCCN(C(=O)CSc2nnc(-c3ccc(C)cc3)n2N)C1 (stereo not given) | 1.7% | -6.3%
Cc1scc(C(=O)NNC(=S)NC(C)C)c1C | -10.1% | -7.6%
CCC1CCc2sc(C(=O)N3CCN(c4ncccn4)CC3)cc2C1 (stereo not given) | -27.5% | -2.2%
CCOc1c(Cl)cc(/C=C/C(=O)c2ccc(OC(F)F)cc2)cc1OC | -13.5% | -6.2%
COc1ccc(CCNC(=O)CCc2c(C)nc3c(c(C)nn3-c3ccc(C)c(C)c3)c2C)cc1OC | ? | 3.0%
COc1ccc(C(=O)NCC(C)OC23CC4CC(CC(C4)C2)C3)cc1 (stereo not given) | 0.6% | 1.3%
Cc1cc(C)cc(Nc2nc(C)c(C(=O)N(C)C)s2)c1 | 2.8% | 2.2%
Cc1cccc(Cn2c(=O)n(CCc3ccccc3)c(=O)c3sc4ccccc4c32)c1 | -11.2% | -0.8%
O=C(CN1C(=O)CC2(CCCCC2)C1=O)c1c[nH]c2ccccc12 | 7.5% | -1.9%
CCc1ccccc1Nc1nn2c(=O)c3ccc(C(=O)NC(C)C)cc3nc2s1 | 2.8% | -10.7%
CS(=O)(=O)Oc1ccc2c(=O)c(-c3ccc(Br)cc3)coc2c1 | -12.1% | -2.2%
COc1cccc2cc(-c3nc(-c4ccccc4F)no3)c(=O)oc12 | 7.1% | 12.6%
Cc1ccc(-c2nc(C#N)c(N3CCN(C(=O)c4ccco4)CC3)o2)cc1 | -4.5% | 0.0%
CC(C)c1nn2c(=O)cc(COC(=O)c3ccc(NC(=O)CCc4ccccc4)cc3)nc2s1 | 7.7% | -2.0%
CCOC(=O)c1ccc(NC(=O)CSc2nc3ncc(Br)c(C)c3[nH]2)cc1 | 103.1%[activator] | 7.1%
Cc1c(Cl)cccc1NC(=O)c1ccc(C(=O)Nc2cccc(Cl)c2C)cc1 | 3.7% | -2.2%[57.5 µM]
CCN1CCN(C(C)CNC(=O)NCc2nc(C)cs2)CC1 (stereo not given) | 3.7% | -5.1%
N#Cc1ccc(NC(=O)NCc2cccnc2)cc1 | -11.2% | -2.5%
CCOC(=O)C(NC(=O)CCNC(=O)c1ccccc1)C(=O)OCC | -5.1% | -9.2%
COc1ccc(NC(=O)CSc2nnc(-c3ccc(C)cc3)o2)cc1 | 14.0% | 5.3%
Cc1cc(C)cc(NC(=O)Cn2c(=O)oc3cc(S(=O)(=O)N4CCCC4)ccc32)c1 | -10.3% | -3.0%
Cc1ccc(NC(=O)C2CCCN2S(=O)(=O)c2cccc3nsnc23)cc1Cl (stereo not given) | ? | -6.8%[57.5 µM]
Cc1cc(=O)n2nc(N3CCC(C(=O)NCc4ccccc4F)CC3)sc2n1 | 0.5% | 4.0%
Cc1cc(C)cc(Nc2ncnc3sc4c(c23)CCCC4)c1 | 18.4% | -10.8%
COc1ccc2cc(C(=O)N3CCC(C(N)=O)CC3)[nH]c2c1 | -2.1% | -0.2%
Cc1cccc(NC(=O)C2CCN(S(=O)(=O)c3cccc4nsnc34)CC2)c1 | ? | -15.9%
CCN(CC)C(=O)C1=C(C)Nc2nc3ccccc3n2C1c1ccc(Br)cc1 (stereo not given) | 4.7% | -5.1%

Sorted by length of the SMILES (low to high): 5 of the compounds above.
smiles | AID inhibitor | UDG counterscr
Cc1cc(C)cc(Nc2ncnc3sc4c(c23)CCCC4)c1 | 18.4% | -10.8%
Cc1cc(C)cc(Nc2nc(C)c(C(=O)N(C)C)s2)c1 | 2.8% | 2.2%
COc1cccc2cc(-c3nc(-c4ccccc4F)no3)c(=O)oc12 | 7.1% | 12.6%
COc1ccc(C(=O)NCC(C)OC23CC4CC(CC(C4)C2)C3)cc1 (stereo not given) | 0.6% | 1.3%
Cc1cc(=O)n2nc(N3CCC(C(=O)NCc4ccccc4F)CC3)sc2n1 | 0.5% | 4.0%

A different layout for some results above.
O=C(CN1C(=O)CC2(CCCCC2)C1=O)c1c[nH]c2ccccc12
  AID inhibitor: 7.5%
  UDG counterscr: -1.9%
Cc1ccc(-c2nc(C#N)c(N3CCN(C(=O)c4ccco4)CC3)o2)cc1
  AID inhibitor: -4.5%
  UDG counterscr: 0.0%
COc1cccc2cc(-c3nc(-c4ccccc4F)no3)c(=O)oc12
  AID inhibitor: 7.1%
  UDG counterscr: 12.6%

The list continues:
smiles | AID inhibitor | UDG counterscr
Cc1cc(C)cc(C(=O)Nc2c(C(=O)Nc3ccccc3F)oc3ccccc23)c1 | -2.2% | -10.0%
Cn1c(SCC(=O)Nc2ccc(Cl)cc2)nc(O)cc1=O | -12.5% | 4.5%
O=C(OCc1cc(=O)n2nc(-c3cccs3)sc2n1)c1cccc(Cl)c1 | 61.7%[activator] | 22.2%
Cc1ccc(Sc2c(C)nn(C(=O)c3ccc(Br)cc3)c2C)cc1 | 11.3% | ?
Cc1cccc(NC(=O)c2ncoc2-c2ccco2)c1C | 0.2% | 5.9%
N#Cc1c(-c2ccccc2)cc(-c2cccs2)nc1SCS(=O)Cc1ccccc1 (stereo not given) | -23.8% | -12.0%
CCOC(=O)C1CCN(C(=O)CCS(=O)(=O)c2cc3c(cc2Cl)NC(=O)CO3)CC1 | 45.2%[activator] | 20.1%
O=C(NCc1ccccc1Cl)c1ccc2oc(=O)n(Cc3ccccc3)c2c1 | -8.9% | 2.6%
O=S(Cc1ccc(Cl)cc1)Cc1cccc(Cl)c1 (stereo not given) | -8.7% | -3.3%
O=Cc1cccn1-c1cccc(Cl)c1Cl | -2.2% | 2.6%
CCOC(=O)c1cc2c(=O)n3ccccc3nc2n(Cc2ccco2)c1=NC(=O)c1ccccc1Br | 16.8% | 15.7%
CNC(=O)C1CCC(Cn2c(=O)c3sccc3n(CC(=O)N3CCCC(C)C3)c2=O)CC1 (stereo not given) | -32.1% | -10.2%
Cc1ccc(C(CC(=O)O)NC(=O)C2CC=CCC2)cc1 (stereo not given) | 1.6% | 5.1%
Cc1ccc(NC(=O)c2c[nH]c3ccccc23)cc1I | -13.5% | -5.1%
CC(C)c1ccc(S(=O)(=O)NCc2ccc3c(c2)CCN3C(=O)c2ccccc2)cc1 | -4.3% | 12.2%[57.5 µM]
COc1ccc2oc(=O)c(C(=O)Nc3cccc(C(=O)O)c3)cc2c1 | 15.9% | -30.0%
O=S(=O)(NCc1ccccc1Cn1cccn1)N1CCOCC1 | 1.3% | 1.6%
Cn1c(=O)oc2cc(S(=O)(=O)N3CCCC(C(=O)NCCc4ccccc4)C3)ccc21 (stereo not given) | 2.9% | -9.4%
CC(C)(C)C(=O)Nc1nnc(Cc2ccc(Cl)cc2)s1 | -2.5% | -2.1%
CCC(=O)N1CCc2cc(S(=O)(=O)NCCC(=O)Nc3ccc(C)cc3C)ccc21 | 10.9% | 7.3%
CCC(Oc1cccc(Cl)c1)C(=O)O (stereo not given) | -13.6% | -13.8%
O=C(CCCc1ccccc1)NC1CC(=O)N(c2cccc(F)c2)C1 (stereo not given) | -16.9% | -6.9%
CCN(CC)S(=O)(=O)c1ccc(C)c(NS(=O)(=O)c2cccc(C#N)c2)c1 | -3.3% | 0.5%
O=C(OCC12CC3CC(CC(C3)C1)C2)c1ccc([N+](=O)[O-])cc1 | -1.7% | -3.7%
CCn1c(=O)n(-c2cccc(Cl)c2)c(=O)c2sc3ccccc3c21 | -3.6% | 5.7%
CCOc1ccc(NC(=O)c2cnn(-c3ccc(F)cc3)c2-n2cccc2)cc1 | -3.8% | -8.6%
COc1ccc(S(=O)(=O)Nc2cccc(-c3ccc(N4CCC(C)CC4)nn3)c2)c(OC)c1 | 12.1% | -10.9%
O=C(NCc1ccccc1)NC(NC(=O)c1ccccc1)(C(F)(F)F)C(F)(F)F | -5.3% | -2.1%
COc1ccc(C2(CNC(=O)C(=O)Nc3ccccc3C)CCCC2)cc1OC | -13.6% | -7.6%
CC(=O)Nc1ccc(NC(=O)c2nc(S(=O)(=O)Cc3ccc(F)cc3)ncc2Cl)cc1 | 12.7% | -3.7%
C#CCNC(=O)CCc1ccco1 | 2.6% | -5.1%
COc1cccc(Nc2sc(C(=O)c3ccc(Cl)cc3)c(N)c2C(=O)NCCc2ccc(OC)c(OC)c2)c1 | 213.9%[activator] | -6.1%
CCCCNc1nc(Oc2ccc(=O)n(-c3ccccc3)n2)nc(N(CC)CC)n1 | ? | ?
COc1ccc(-n2nc(C(=O)N(C)c3cccc(C(F)(F)F)c3)c3c4ccccc4n(C)c3c2=O)cc1 | 6.1% | 5.1%
Cc1ccc(NC(=O)C2CCCN(S(=O)(=O)c3c(C)n[nH]c3C)C2)c(C)c1 (stereo not given) | 5.8% | -5.4%
CCCCCOc1ccc(/C=C/C(=O)Nc2sc(C)c(C)c2C(=O)OCC)cc1OC | ? | -2.5%
Cc1ccc(NS(=O)(=O)c2cccc(Cl)c2Cl)cc1S(=O)(=O)N1CCOCC1 | 4.8% | -2.9%
O=C(Nc1ccccc1F)c1cc(-c2cccs2)nc2ccccc12 | -13.0% | -7.8%
COCCSc1nc2c([nH]c3ccccc32)c(=O)n1-c1ccc(OC)c(OC)c1 | -8.8% | -5.8%
Cc1cccc2c(=O)c(-c3ccccc3)c(NC(=O)c3ccc([N+](=O)[O-])cc3)oc12 | -3.8% | -5.8%
COc1ccc(CNC(=O)Nc2cn(CC(C)C)c(=O)c3ccccc23)cc1 | 51.5%[activator] | 7.3%
Cc1c(C(=O)OCC2CCCCC2)[nH]c2c1C(=O)CC(c1ccccc1Cl)C2 (stereo not given) | 6.1% | -0.1%
CCOC(=O)C(NC(=O)COc1ccc2ccccc2c1)C(=O)OCC | -4.6% | -4.9%
CCCOc1ccc(-c2nc(C#N)c(NCCN(C)C)o2)cc1 | 0.6% | 3.2%
CCc1c(C)sc(NC(=O)/C=C/C(=O)O)c1C#N | 0.8% | -6.6%
CCOc1ccc(N(Cc2cc3cc(OC)ccc3[nH]c2=O)C(C)=O)cc1 | -12.9% | -3.9%
CCc1ccc(NC(=O)C(C#N)=C2CCCCC2)cc1 | -0.6% | 3.7%
C=CCN(CC=C)C(=O)/C=C/c1csc(C)n1 | 0.8% | -2.4%
COc1ccc(OCC(=O)Nc2cc(-c3ccccc3F)nn2-c2ccccc2)cc1 | -2.4% | ?
CN1C(=O)Cc2cc(S(=O)(=O)N3CCN(c4cccc(C(F)(F)F)c4)CC3)ccc21 | 51.3%[activator][57.5 µM] | -27.7%[57.5 µM]
COc1ccc(OC)c(Nc2nc(NCC(C)O)nc3c2cnn3-c2ccccc2)c1 (stereo not given) | -5.8% | -4.8%
CC(C)(C)C(=O)Nc1ccccc1C(=O)OCc1cc(=O)n2ccsc2n1 | 12.4% | -2.6%
O=C(COC(=O)C12CC3CC(CC(C3)C1)C2)Nc1ccc(Cl)cc1[N+](=O)[O-] | -10.1% | -10.0%

An excerpt; the hit share may differ from the screen's.
